DAGLB inhibitor = DAGLB lipase inhibitors, primary screen, biochemical, fluorescence, HTS; 0.059% of 340,000 active; inhibition, % at 5.17 µM; HEK293T DAGLB membrane lysate, EnzChek fluorogenic substrate; Diacylglycerol lipase-beta (Homo sapiens), Q8NCG7; in the data active = inhibition above about 34%;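 also: 0% = enzyme with vehicle and 100% = wells lacking enzyme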
PvdQ acylase = P. aeruginosa PvdQ acylase inhibitors, primary screen, biochemical, fluorescence, plate reader and imaging, single point. PvdQ acylase [Pseudomonas aeruginosa LESB58]. purified PvdQ acylase. inhibition, % at 10 µM. 0.063% of 340,000 active; in the data active = inhibition above about 30%, passing the limit was not always enough;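 also: 0% = vehicle neutral wells and 100% = reference inhibitor wells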
LANA DNA inh = inhibitors of KSHV C-LANA binding to DNA, primary screen, biochemical, fluorescence polarization, FAM-LBS DNA, MBP-C-LANA, single point; 0.078% of 340,000 active; inhibition, % at 9 µM; Kaposi's sarcoma herpesvirus LANA C-terminal domain (residues 932-1162) DNA binding; AID 504423, 2011;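 active = highest replicate inhibition at or above 60% at 9 µM, even if other replicates fall short; inactive = all replicates below 60% inhibition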;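 also: 0% = neutral control wells and 100% = 4 µM acridine orange control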
Arrestin-AP2 inh = inhibitors of beta-arrestin/AP2 binding, primary screen, biochemical, GPCR trafficking, flow cytometry; beta-arrestin 1 C-terminal peptide binding to AP2 beta2-adaptin appendage (human); FITC-arrestin peptide / GST-AP2 beads; AP2 beta2 appendage carries R879A mutation; inhibition, % at 10 µM; 0.31% of 340,000 active; AID 504490, 2011;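 active = inhibition above a set limit, near 3 SD of compounds lacking own fluorescence, cut at about 54% in these data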;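 also: plate controls were DMSO wells for no effect and 5 µM unlabelled arrestin peptide for full effect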
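system = GST-tagged AP2 beta2-adaptin appendage (R879A) on 4 µm glutathione beads | reagent = FITC-labelled arrestin peptide probe, 50 nM final | schedule = compound with beads 12 min RT, then probe 1 h RT | signal = HyperCyt-sampled flow cytometry, FL1 channel, ex 488/em 535 nm | read-out = percent response from loss of bead-bound FITC fluorescence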
NSD2 inh = NSD2 histone methyltransferase inhibitors, primary screen, biochemical, AlphaScreen, single concentration, set 2 | AID 743445, 2014 | NSD2 peptide methylation, 120 min | inhibition, % at 12.5 µM | Histone-lysine N-methyltransferase NSD2 (Homo sapiens), O96028 | 0.54% of 310,000 active; in the data active = inhibition above about 50%
SR-BI DiI-HDL act = activators of SR-BI mediated DiI-HDL uptake, primary screen, ldlA[mSR-BI] CHO cells, DiI fluorescence; activation, % at 12.5 µM; 0.096% of 320,000 active; 3 h; 100 = double the neutral-control signal;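 active = mean replicate activation of at least 60% and every replicate at or above 60%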;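 also: 0% = median plate neutral-control signal and 100% = twice that signal; values of inactives mirror those of a sister screen read the other way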
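Material: SR-BI-overexpressing, LDLR-lacking CHO cells | Dosing: Single compound concentration, delivered by pin transfer | Probe or stimulus: Labelled HDL, 10 µg/mL | Signal: Bottom-read cell fluorescence after medium removal, ex 550/em 595 nm | Schedule: 3 h, 37 °C | Evaluation: HDL uptake via cellular fluorescence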
Keap1 Nrf2 FP = Keap1-Nrf2 protein-protein interaction inhibitors, primary screen, biochemical, fluorescence polarization, single point; Kelch-like ECH-associated protein 1 (Homo sapiens), Q14145; Keap1 Kelch-Nrf2 peptide fluorescence polarization, 1536-well; inhibition, % at 9.4 µM; 0.15% of 340,000 active; in the data active = inhibition above about 12%;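 also: human Keap1 Kelch domain with fluorescein labeled Nrf2 9mer peptide probe; 0% = neutral control wells and 100% = peptide positive control; higher means more block of Keap1 binding to Nrf2 peptide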
Target sequence (Q14145 whole entry, looked up, the tested form may be a part): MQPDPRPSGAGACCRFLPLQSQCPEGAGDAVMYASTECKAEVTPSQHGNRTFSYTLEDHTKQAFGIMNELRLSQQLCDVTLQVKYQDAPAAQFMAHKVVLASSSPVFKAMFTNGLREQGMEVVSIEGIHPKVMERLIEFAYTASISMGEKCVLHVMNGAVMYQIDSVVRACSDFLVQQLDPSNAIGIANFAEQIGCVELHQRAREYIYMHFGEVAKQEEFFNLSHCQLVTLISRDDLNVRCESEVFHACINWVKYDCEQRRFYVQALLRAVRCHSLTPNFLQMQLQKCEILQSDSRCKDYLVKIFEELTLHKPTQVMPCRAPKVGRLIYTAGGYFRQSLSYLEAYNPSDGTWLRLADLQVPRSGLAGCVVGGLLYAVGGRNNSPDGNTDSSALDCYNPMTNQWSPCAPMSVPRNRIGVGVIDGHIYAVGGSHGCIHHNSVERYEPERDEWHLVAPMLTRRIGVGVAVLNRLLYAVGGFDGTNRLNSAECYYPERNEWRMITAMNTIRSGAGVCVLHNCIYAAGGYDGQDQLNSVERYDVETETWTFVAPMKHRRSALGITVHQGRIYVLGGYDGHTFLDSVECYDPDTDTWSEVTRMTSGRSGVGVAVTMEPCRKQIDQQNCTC
Cardiac RTF inh = cardiac RTF calcium sensitivity inhibitors, primary screen, biochemical, IANBD-TnC fluorescence, EC70 calcium | AID 493244, 2011 | 0.12% of 340,000 active | inhibition, % at 7.15 µM | IANBD-labeled cardiac RTF, Ca2+ fluorescence | Troponin I, cardiac muscle (Homo sapiens) + Troponin T, cardiac muscle (Homo sapiens) + …;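 active = inhibition above the mean inhibition of all tested compounds plus 3 SD, cut at about 17% in these data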;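 also: assay run at fixed EC70 calcium of 1.6 mM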
SR-BI DiI inh = inhibitors of SR-BI mediated HDL lipid uptake, primary screen, ldlA[mSR-BI] cells, fluorescence, single point. Scavenger receptor class B member 1 (Mus musculus), Q61009. ldlA[mSR-BI] CHO cells, DiI-HDL uptake fluorescence, 3 h. inhibition, % at 12.5 µM. 0.96% of 320,000 active. AID 488896, 2010;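 active = mean replicate inhibition of at least 70% and a set share of replicates each scoring 70 or more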;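 also: 0% = median of neutral control wells and 100% = median of positive control wells; values of inactives mirror those of a sister screen read the other way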
PKA-R2B activ = activators of PKA-R2B holoenzyme, primary screen, biochemical, fluorescence polarization, Cy5-IP20, human; cAMP-dependent protein kinase catalytic subunit beta (Homo sapiens) + cAMP-dependent …; PKA-R2B holoenzyme dissociation; R2B truncated from residue 108, S112A mutant; 0% DMSO only, 100% 113 µM cGMP; activation, % at 11.4 µM; 0.079% of 340,000 active;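 active = activation above a cutoff set at the mean over all compounds plus 3 SD, cut at about 18% in these data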;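 also: higher means more holoenzyme dissociation and a rise in polarization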
Target sequence (P31323 whole entry, looked up, other chains not shown, the tested form may be a part): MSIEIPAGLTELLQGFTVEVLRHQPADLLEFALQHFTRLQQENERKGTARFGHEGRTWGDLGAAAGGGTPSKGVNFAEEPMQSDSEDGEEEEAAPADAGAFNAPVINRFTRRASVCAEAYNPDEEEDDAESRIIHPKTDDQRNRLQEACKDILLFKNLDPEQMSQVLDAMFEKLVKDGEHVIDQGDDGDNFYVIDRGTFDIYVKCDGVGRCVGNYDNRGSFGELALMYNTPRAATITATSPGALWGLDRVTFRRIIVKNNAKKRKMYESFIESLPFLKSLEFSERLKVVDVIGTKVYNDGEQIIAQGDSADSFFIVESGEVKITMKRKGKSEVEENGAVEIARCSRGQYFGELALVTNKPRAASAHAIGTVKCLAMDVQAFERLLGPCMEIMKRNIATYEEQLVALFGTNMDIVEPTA
Active calls of the source: *; / = not tested or not shown.

The line under a structure holds: DAGLB inhibitor	PvdQ acylase	LANA DNA inh	Arrestin-AP2 inh	NSD2 inh	SR-BI DiI-HDL act	Keap1 Nrf2 FP	Cardiac RTF inh	SR-BI DiI inh	PKA-R2B activ
> O=C(NCCS(=O)(=O)NCc1ccco1)c1ccccc1
 : 1	-8	-0.2	-4	0	-16	-4	-3	16	7
> Clc1cccc(C2CCN(Cc3nc(CC4CC4)no3)C2)c1 (stereo not drawn)
 : -6	-7	0.5	-9	2	7	4	-4	-7	-9
> Cc1cc(C)c2c(n1)sc1c(N3CCN(CCO)CC3)ncnc12
 : -2	-3	1.1	19	/	-1	3	-3	1	2
> CC1(/[N+]([O-])=C/c2ccc(Cl)cc2Cl)CCCCC1=O (stereo not drawn)
 : /	6	-1.3	13	0	3	-3	/	-3	/
> COCC(C)NC(=O)c1ccc(N(C)C)cc1 (stereo not drawn)
 : -4	4	0.9	5	-2	19	-1	-2	-19	-10
> O=[N+]([O-])c1ccccc1/C=N/n1c(-c2ccccc2)n[nH]c1=S
 : 4	-11	-5.5	-14	6	-5	2	-8	5	-2
> CC(=O)Nc1ccc(NC(=O)CS(=O)(=O)Cc2ccccc2)cc1
 : 0	-17	-0.1	9	-1	19	-3	-6	-19	-7
> Cc1ccc(-c2nc(C3CCCN(S(=O)(=O)c4ccc(C(F)(F)F)cc4)C3)no2)cc1 (stereo not drawn)
 : -3	7	0.3	7	/	-2	-4	2	2	-2
> COc1ccc(OC)c(-c2nc3cc4ccccc4cc3nc2-c2ccccc2)c1
 : -6	-2	0.7	29	/	-14	5	2	14	-15
> CCc1ccc(N(CC(=O)NCc2ccco2)C(=O)CCC(=O)Nc2nccs2)cc1
 : 2	-17	0.7	2	-4	2	-3	-29	-2	13
> COc1cc(/C=N/NC(=O)C2c3ccccc3Oc3ccccc32)ccc1O
 : -2	-8	1.1	-4	1	-2	-3	-2	2	0
> O=C(CSc1nnc(-c2cccnc2)o1)Nc1ccccn1
 : -4	-9	3.1	-2	-1	4	0	2	-4	6
> COc1cccc(NC(=O)CSc2nnc3c(n2)[nH]c2ccc(C)cc23)c1
 : 1	-2	-1.4	-1	1	/	1	-3	/	7
> Cc1ccc(CNC(=O)c2ccc3c(c2)S(=O)(=O)c2ccccc2C3=O)o1
 : 1	-11	1.0	7	/	-5	-5	-8	5	-5
> Cc1ccc(NC(=O)CCC(=O)c2cccs2)c(O)c1
 : -2	-2	-0.2	-25	-3	9	1	12	-9	1

Record cards, from the list above. Order of values: DAGLB inhibitor, PvdQ acylase, LANA DNA inh, Arrestin-AP2 inh, NSD2 inh, SR-BI DiI-HDL act, Keap1 Nrf2 FP, Cardiac RTF inh, SR-BI DiI inh, PKA-R2B activ
Clc1cccc(C2CCN(Cc3nc(CC4CC4)no3)C2)c1 (stereo not drawn) across the screens: -6, -7, 0.5, -9, 2, 7, 4, -4, -7, -9
CC1(/[N+]([O-])=C/c2ccc(Cl)cc2Cl)CCCCC1=O (stereo not drawn) across the screens: /, 6, -1.3, 13, 0, 3, -3, /, -3, /

Later entries
The line under a structure holds: DAGLB inhibitor	PvdQ acylase	LANA DNA inh	Arrestin-AP2 inh	NSD2 inh	SR-BI DiI-HDL act	Keap1 Nrf2 FP	Cardiac RTF inh	SR-BI DiI inh	PKA-R2B activ
> CCOC(=O)N1CCN(C(=O)Cc2ccc(-n3c(=O)[nH]c4ccccc4c3=O)cc2)CC1
 : -3	2	0.8	29	-1	5	1	6	-5	9
> COc1ccc(NC(=O)CC2C(=O)N(c3ccc(F)cc3)C(=S)N2NC(=O)c2ccccc2)cc1 (stereo not drawn)
 : -2	-16	0.9	1	/	24	-2	-1	-24	4
> Cc1ccccc1CSCC(=O)NC(=O)NC(C)(C)C
 : -1	0	-1.6	1	-2	2	6	-3	-2	-7
> CCOC(=O)C(=Cc1ccc2c(c1)OCO2)c1ccccc1
 : -13	-1	-0.1	35	-2	17	3	7	-17	3
> CCC(=O)Nc1cccc(NC(=S)NC(=O)c2ccc(C)cc2)c1
 : -3	0	-1.1	7	-2	-30	3	-29	30	2
> O=S(=O)(NCC1OCCc2ccccc21)c1ccc(S(=O)(=O)N2CCOCC2)cc1 (stereo not drawn)
 : -2	12	1.5	7	-2	-1	-5	-3	1	-5
> O=C(COc1ccc(Br)cc1F)Nc1nnc(C2CC2)s1
 : 4	-10	0.1	1	-1	15	-1	1	-15	5
> CC1CCCCC12NC(=O)N(CC(=O)OCC(=O)c1ccc(OC(F)F)cc1OC(F)F)C2=O (stereo not drawn)
 : -4	-1	0.1	12	0	-65	4	5	65	2
> Cc1ccc(-c2noc(CCC(=O)Nc3cc(C)ccn3)n2)cc1
 : -3	-19	-0.1	5	1	-11	-1	-22	11	2
> Cc1cc2c(cc1S(=O)(=O)NCC(C)c1ccccc1)n(C)c(=O)c(=O)n2C (stereo not drawn)
 : -5	-5	-8.1	16	/	-2	2	-8	2	-3
> COc1c(C(=O)NNC(=O)c2ccccc2Cl)csc1Br
 : 0	-4	-1.3	19	0	-11	2	-1	11	0
> CCc1nn(-c2ccccc2)c2c1-c1cc(OC)c(OC)cc1C1(N2)C(=O)Nc2ccccc21 (stereo not drawn)
 : 1	-1	-0.3	3	2	-1	-3	-14	1	-3
> Fc1cccc(CSc2nc3ccncc3[nH]2)c1
 : -2	0	0.2	25	/	8	1	-1	-8	-11
> CCC(=O)NC1=C(NC(C)c2ccccc2)C(=O)c2ccccc2C1=O (stereo not drawn)
 : 4	-17	2.7	4	-3	2	0	-4	-2	-7
> O=C(Cc1cn2ccsc2n1)Nc1nc2c(s1)CCCC2
 : -1	-14	-1.4	4	2	40	-10	4	-40	2
> COC(=O)c1sccc1NC(=O)c1ccc(Cl)s1
 : -5	-11	-0.1	0	0	-19	-12	-5	19	10
> Cc1ccccc1OCc1n[nH]c(=S)n1Cc1ccccc1
 : 6	-8	-1.1	-1	1	1	0	-12	-1	3
> CCOc1cc(-c2nc3cc(C)ccn3c2NCC2CCCO2)ccc1O (stereo not drawn)
 : -1	8	1.7	29	2	-35	-2	-9	35	-2
> O=C(Nc1nnc(CCOCCOCCc2nnc(NC(=O)c3ccco3)s2)s1)c1ccco1
 : 4	-1	-2.8	3	-2	-8	-4	-1	8	1
> Cc1cc(C)n(-c2cc(C(C)(C)C)nc3c(-c4ccc(Cl)cc4)cnn23)n1
 : -8	1	-1.5	-2	-8	-31	1	-6	31	0
> CN(CC(=O)N1CCCC1)S(=O)(=O)c1ccc2ccccc2c1
 : 0	-8	-0.1	-2	-3	34	3	-1	-34	-6
> CCN(CC)CCNC(=O)CS(=O)Cc1nc(-c2ccccc2Cl)oc1C (stereo not drawn)
 : 0	-7	0.0	-3	6	39	-6	-8	-39	-6
> CCN1CCC(NC(=O)Nc2ccc(F)cc2F)CC1
 : 1	-19	-1.8	5	-1	13	-3	-21	-13	-8
> O=C(NC1(C(F)(F)F)N=C2SCCN2C1=O)C1CCCCC1 (stereo not drawn)
 : 1	-15	-0.5	0	2	/	-6	-5	/	2
> COC(=O)c1sccc1NC(=O)c1cc(-c2ccc(C)cc2C)nc2ccccc12
 : -5	-4	-0.3	-5	0	7	-2	0	-7	-2
> Cc1ccc(NC(=O)CSc2ncnc3ccccc23)cc1S(=O)(=O)N1CCCCCC1
 : -6	3	-1.4	23	-2	-46	-5	-1	46	0
> C/C(=N\NC(=O)c1ccc(CN2CCOCC2)cc1)c1ccc([N+](=O)[O-])cc1
 : 3	-5	-2.0	17	-1	-71	0	-9	71*	-9
> COc1cc2c(cc1OC)C(C)N(C(=O)c1c(-c3ccccc3)noc1C)CC2 (stereo not drawn)
 : 0	-1	-1.7	4	-1	3	-1	4	-3	5
> Cc1cc2oc(=O)cc(-c3cc4ccccc4o3)c2cc1O
 : 0	-8	-0.6	0	8	-63	-1	-13	63	7
> COCCN1C(=O)N(C)[C@@H](c2ccccc2)C(C(C)=O)=C1C
 : 2	-5	0.0	4	/	12	-4	-6	-12	-3
> COc1cccc(/C=N/NC(=O)c2ccc(=O)n(C)c2)c1O
 : 1	-3	0.6	0	-4	-25	2	-13	25	2
> CN(C(=O)CSc1nnc(C2CC2)n1C)C1CCCc2ccccc21 (stereo not drawn)
 : 2	-4	-0.2	7	-1	14	1	-10	-14	-7
> Cc1ccc(S(=O)(=O)N2CCOCC2)cc1NC(=O)COc1ccc(-c2nnco2)cc1
 : -1	3	1.1	17	-3	1	-1	-1	-1	2
> CCCCN(CCCC)CCNC(=O)CN1C(=O)CSc2ccc(S(=O)(=O)N3CCCCC3)cc21
 : -2	-12	0.8	-10	37	-2	-3	-1	2	-1
> CC[n+]1c(/C=C/Nc2ccccc2)oc2ccccc21
 : -1	11	-2.8	-13	81*	2	-13	-4	-2	-8
> COc1ccc(O)c(/C=C(\C#N)C(=O)Nc2cccnc2)c1
 : -1	-14	0.5	8	0	-25	-5	-9	25	-9
> O=C(NNC(=O)C1CCN(Cc2cccc(F)c2)CC1)c1cccc(Cl)c1
 : 0	-12	-0.3	1	1	0	-4	-8	0	1
